Tau FP inhib: blocks human tau fibril formation measured by polarization | hit rate 0.39% among 280,000 | P10636 | K18 P301L tau heparin fibrillization, Alexa594 FP, 6 h | AID 1468 | Potency, µM (series often up to 57.7 µM), inactives show top-dose activity, negative = inhibition, actives largely listed as inhibitors; note: nearly all actives have a fitted effect of over 55% in size
Target sequence (P10636 561-689 P618L limits assumed): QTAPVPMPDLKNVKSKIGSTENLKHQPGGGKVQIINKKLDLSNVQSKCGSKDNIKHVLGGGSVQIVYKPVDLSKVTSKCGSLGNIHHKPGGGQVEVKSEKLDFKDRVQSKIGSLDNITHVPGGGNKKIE
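Compound effects on tau fibrillization are measured by Alexa 594 fluorescence polarization (ex 555, em 632 nm). K18 P301L tau is used at 15 uM with 0.24 uM labeled tracer, and 20 uM heparin induces aggregation over 6 hr at 37 C.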
TRb-SRC2 inh: TRbeta-SRC2 interaction inhibition; Potency, µM (titrated, usually from 106 µM), without a hit: top-dose activity change, negative = inhibition, most hits filed as inhibitors; hit rate 0.065% among 280,000; TRbeta-SRC2 peptide binding, fluorescence polarization; receptor liganded with 1 µM T3; P10828;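 note: plate controls were bound peptide for no effect and peptide without receptor for full effect; nearly all actives have a fitted effect of over 50% in size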
Target sequence (P10828 whole entry, looked up): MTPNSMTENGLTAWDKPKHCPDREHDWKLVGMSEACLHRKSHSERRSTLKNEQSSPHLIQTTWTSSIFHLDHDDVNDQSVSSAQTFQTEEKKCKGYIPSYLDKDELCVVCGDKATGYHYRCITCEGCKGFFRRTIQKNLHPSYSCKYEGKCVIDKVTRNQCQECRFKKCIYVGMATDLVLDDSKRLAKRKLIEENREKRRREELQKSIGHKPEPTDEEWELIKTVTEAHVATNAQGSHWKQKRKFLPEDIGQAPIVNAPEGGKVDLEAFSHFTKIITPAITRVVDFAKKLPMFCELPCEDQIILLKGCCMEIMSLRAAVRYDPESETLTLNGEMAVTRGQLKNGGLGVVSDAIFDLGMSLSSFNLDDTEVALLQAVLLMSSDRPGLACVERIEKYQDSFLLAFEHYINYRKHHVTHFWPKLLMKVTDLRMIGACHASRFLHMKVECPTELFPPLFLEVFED
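Each compound concentration gave % activity, normalized to unbound and bound Texas Red SRC2 controls, from polarization read after 5 hr ambient incubation with T3-loaded human TRb LBD.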
TexasRed fluor: counter-screen for TRb-SRC2 inhibitors: fluorescence interference; hit rate 0.29% among 280,000; Potency, µM (titrated, usually from 106 µM), for the others: at the top dose fluorescence change, negative = quenching; TRb/SRC2 Texas Red total fluorescence interference; active = well fitted curve in either direction with a large enough effect; inconclusive = small, poorly fitted or top-dose-only effect
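Flags fluorescent or light-absorbing compounds by total fluorescence, S + 2P, at 555 nm excitation and 632 nm emission. Mixture: 20 nM Texas Red SRC2 peptide, 0.6 uM human TRb LBD, 1 uM T3, 5% DMSO; compound exposure 5 h at ambient temperature.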
Tau ThT inhib: blocks human tau fibril formation measured by thioflavin T; Potency, µM (titrated, usually from 57.4 µM), without a hit: at the top dose activity, negative = inhibition, most hits filed as inhibitors; recombinant tau K18 P301L, heparin-induced fibrillization, ThT fluorescence; AID 1460; hit rate 2.1% among 270,000; P10636; note: nearly all actives have a fitted effect of over 55% in size
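Fibril formation assay: tau K18 P301L at 15 uM with trace Alexa 594 label, heparin inducer 20 uM, pH 7 sodium acetate buffer, 37 C for 6 hr; endpoint ThT signal.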
RGS12 GoLoco inh: blocks human Gai1 binding to RGS12 GoLoco peptide, red readout; P63096; Gai1:RGS12 GoLoco peptide FP, rhodamine, 10 min; Potency, µM (doses to about 61.6 µM), for inactives: at the top dose activity, negative = inhibition, most hits filed as inhibitors; hit rate 0.44% among 230,000; AID 880; active = well fitted inhibition curve with a large enough effect, not every such curve was filed as active; inactive = no such curve, though single readings can be large or run the other way; note: nearly all actives have a fitted effect of over 30% in size; many of its hits are not listed in these tables
RECQ1 inh: inhibitors of human RECQ1 DNA helicase; RECQ1 DNA unwinding, red fluorescence kinetic read; hit rate 0.54% among 240,000; Potency, µM (titrated, usually from 57.3 µM), inactives show at the highest dose activity, negative = inhibition, usual class: inhibitors; AID 2549; P46063;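 note: plate controls were vehicle for no effect and no enzyme for full effect; nearly all actives have a fitted effect of over 30% in size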
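50 nM RECQ1T1 preincubated 15 min with compound in Tris pH 8.0 buffer with MgCl2, DTT, Tween-20 and 2.5 ug/ml poly(dI-dC); started with 200 nM TAMRA/BHQ-2 forked duplex and 2 mM ATP. Unwinding read as fluorescence (525/598 nm), two reads 2 h apart.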
L3MBTL1 block: blocks human L3MBTL1. AlphaScreen L3MBTL1–H3K9me1 peptide binding. Potency, µM (top dose mostly 57.1 µM), for inactives: at the top dose activity, negative = inhibition, most hits filed as inhibitors. Q9Y468. hit rate 0.66% among 230,000; note: nearly all actives have a fitted effect of over 60% in size
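Read-out is AlphaScreen signal from streptavidin donor and nickel chelate acceptor beads (10 ug/mL final each) bridging L3MBTL1 (50 nM) and biotinylated K9-monomethylated H3(1-15) peptide (75 nM), after 30 min compound exposure at room temperature.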
KDM4E inh: JMJD2E (human) inhibition; B2RXH2; JMJD2E catalytic domain, FDH-coupled NADH fluorescence (FDH is formaldehyde dehydrogenase); Potency, µM (doses to about 57.1 µM), inactives show at the highest dose activity change, negative = inhibition, usual class: inhibitors; hit rate 1.6% among 230,000; AID 2147; active = well fitted inhibition curve with a large enough effect, not every such curve was filed as active; inconclusive = small, poorly fitted or top-dose-only effect, or another doubt; inactive = no such curve, though single readings can be large or run the other way;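 note: 0% = wells with enzyme and -100% = buffer wells without enzyme; nearly all actives have a fitted effect of over 50% in size; many of its hits are not listed in these tables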
Target sequence (B2RXH2 1-337 limits assumed): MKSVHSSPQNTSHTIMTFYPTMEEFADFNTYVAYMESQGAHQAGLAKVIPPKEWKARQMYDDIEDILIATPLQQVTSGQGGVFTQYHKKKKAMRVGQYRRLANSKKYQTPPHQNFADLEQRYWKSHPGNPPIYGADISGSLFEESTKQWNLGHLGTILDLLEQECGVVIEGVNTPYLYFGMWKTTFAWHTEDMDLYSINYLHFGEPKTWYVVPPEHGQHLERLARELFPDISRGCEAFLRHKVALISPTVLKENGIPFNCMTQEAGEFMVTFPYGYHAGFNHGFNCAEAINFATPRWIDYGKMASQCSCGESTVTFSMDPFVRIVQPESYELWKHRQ
Numbers without * were called inactive; [ ] = another dose, or the depositor's remark. Unless noted, calls come from the whole dose curve; as a rule, active = well fitted curve in the direction sought with a large enough effect; inconclusive = small, poorly fitted or top-dose-only effect, or another doubt; inactive = no such curve, though single readings can be large; an effect the other way counts as inactive or inconclusive. Unless noted, % is set by controls: 0 for no effect and ±100 for the full control effect; potency is the fitted concentration of half-maximal effect. Not all compounds are listed (hit frequency here may not be typical).

Start of the listing, in advance:
For Nc1nonc1C(=O)NCCNC(=O)c1ccccc1F the results were Tau FP inhib 2%, TRb-SRC2 inh 4%, TexasRed fluor 3%, Tau ThT inhib 0%, RGS12 GoLoco inh -6%, RECQ1 inh inactive, L3MBTL1 block 8% and KDM4E inh -6%.
For O=C1c2cccc(OCC(=O)N3CCCc4ccccc43)c2CCN1Cc1ccc(F)cc1 the results were Tau FP inhib 1%, TRb-SRC2 inh 1%, TexasRed fluor -1%, Tau ThT inhib inconclusive, RGS12 GoLoco inh -15%, RECQ1 inh -7%, L3MBTL1 block -6% and KDM4E inh -20%.
For N/C(=N\OC(=O)Cc1cccs1)c1ccc([N+](=O)[O-])cc1 the results were Tau FP inhib 4%, TRb-SRC2 inh -6%, TexasRed fluor -2%, Tau ThT inhib -15%, RGS12 GoLoco inh 12%, RECQ1 inh -6%, L3MBTL1 block -19% and KDM4E inh 3%.

Results (from the top)
For Nc1nonc1C(=O)NCCNC(=O)c1ccccc1F the results were Tau FP inhib 2%, TRb-SRC2 inh 4%, TexasRed fluor 3%, Tau ThT inhib 0%, RGS12 GoLoco inh -6%, RECQ1 inh inactive, L3MBTL1 block 8% and KDM4E inh -6%.
For O=C1c2cccc(OCC(=O)N3CCCc4ccccc43)c2CCN1Cc1ccc(F)cc1 the results were Tau FP inhib 1%, TRb-SRC2 inh 1%, TexasRed fluor -1%, Tau ThT inhib inconclusive, RGS12 GoLoco inh -15%, RECQ1 inh -7%, L3MBTL1 block -6% and KDM4E inh -20%.
For N/C(=N\OC(=O)Cc1cccs1)c1ccc([N+](=O)[O-])cc1 the results were Tau FP inhib 4%, TRb-SRC2 inh -6%, TexasRed fluor -2%, Tau ThT inhib -15%, RGS12 GoLoco inh 12%, RECQ1 inh -6%, L3MBTL1 block -19% and KDM4E inh 3%.
O=C(O)C1(P(=O)(c2ccccc2)c2ccccc2)CCC1 was read as Tau FP inhib -1%, TRb-SRC2 inh -19%, TexasRed fluor 1%, Tau ThT inhib -7%, RGS12 GoLoco inh 1%, RECQ1 inh -2%, L3MBTL1 block 0% and KDM4E inh 3%.
Screening CCCCNS(=O)(=O)c1ccc(NC(=O)c2c(-c3ccccc3)noc2C)cc1 returned Tau FP inhib -2%, TRb-SRC2 inh -23%[1.83 µM], TexasRed fluor -75%[1.83 µM] and Tau ThT inhib -2%.
For Cc1ccc(-c2csc(N/N=C/c3ccco3)n2)c(C)c1 the results were Tau FP inhib 7%, TRb-SRC2 inh -2%, TexasRed fluor -6%, Tau ThT inhib inconclusive, RGS12 GoLoco inh 6%, RECQ1 inh -2%, L3MBTL1 block -1% and KDM4E inh -21%.
`C[C@@H](C[C@H](N)C(=O)O)C(=O)O` gave Tau FP inhib -8%, TRb-SRC2 inh 3%, TexasRed fluor -4%, Tau ThT inhib 4%, RGS12 GoLoco inh -10%[14.2 µM] and RECQ1 inh inactive.
Screening COc1cc(-c2nc(Cn3nnc(C(=O)Nc4cc(C)cc(C)c4)c3C)c(C)o2)cc(OC)c1OC returned Tau FP inhib 7%, TRb-SRC2 inh -4%, TexasRed fluor -31% and Tau ThT inhib -8%.
For CCN(Cc1ccccc1)C(=O)c1cc2c(=O)[nH]c3ccc(C)cc3c2s1 the results were Tau FP inhib -13%, TRb-SRC2 inh -3%, TexasRed fluor inconclusive and Tau ThT inhib 0%.
Screening O=C(Nc1ccc(Cl)cn1)Nc1ccc(Cl)cn1 returned Tau FP inhib -1%, TRb-SRC2 inh -10%, TexasRed fluor 1%, Tau ThT inhib 8%, RGS12 GoLoco inh 6%, RECQ1 inh -6%, L3MBTL1 block 52%[activator] and KDM4E inh 7%.
For Cc1cc(Nc2ccccc2)nn1C(=O)c1ccc(Cl)cc1 the results were Tau FP inhib -6%, TRb-SRC2 inh 1%, TexasRed fluor 0%, Tau ThT inhib inconclusive, RGS12 GoLoco inh -9%, RECQ1 inh -7% and KDM4E inh 1%.
Screening O=C(COC(=O)C1CC(O)CN1S(=O)(=O)c1ccc(Cl)cc1)c1cccc(Cl)c1 (centres undefined) returned Tau FP inhib -8%, TRb-SRC2 inh 0%, TexasRed fluor -2%, Tau ThT inhib -6%, RGS12 GoLoco inh 12%, RECQ1 inh inactive, L3MBTL1 block 1% and KDM4E inh 13%.
`Cc1ccc(C)c(CNC(=O)C2CCN(c3nc4ccccc4nc3C(F)(F)F)CC2)c1` gave Tau FP inhib -2%, TRb-SRC2 inh 9%, TexasRed fluor 2% and Tau ThT inhib -2%.
`COc1cccc(N2CCN(C(=O)CN3CCSc4ccccc43)CC2)c1` gave Tau FP inhib 2%, TRb-SRC2 inh 4%, TexasRed fluor -3% and Tau ThT inhib inconclusive.
For Cc1nn(Cc2ccc(Cl)cc2)c(C)c1NC(=O)c1cc(-c2ccco2)on1 the results were Tau FP inhib 0%, TRb-SRC2 inh 4%, TexasRed fluor 2%, Tau ThT inhib -6%, RGS12 GoLoco inh 14%, RECQ1 inh inactive, L3MBTL1 block -2% and KDM4E inh 5%.
Screening COC(=O)c1ccccc1S(=O)(=O)N1CCn2cccc2C1C (centres undefined) returned Tau FP inhib 0%, TRb-SRC2 inh 2%, TexasRed fluor 3%, Tau ThT inhib -4%, RGS12 GoLoco inh 4%, RECQ1 inh -7%, L3MBTL1 block -17% and KDM4E inh -15%.
`COCCn1nnnc1SCC(=O)NCc1ccc2c(c1)OCO2` gave Tau FP inhib -7%, TRb-SRC2 inh 3%, TexasRed fluor 0%, Tau ThT inhib -10%, RGS12 GoLoco inh 5%, RECQ1 inh 14%, L3MBTL1 block -2% and KDM4E inh 4%.
Screening Cc1ccc2oc(=O)c3cnn(CC(=O)NC4CCN(Cc5ccccc5)CC4)c3c2c1 returned Tau FP inhib -6%, TRb-SRC2 inh 5%, TexasRed fluor 0%, Tau ThT inhib -16%, RGS12 GoLoco inh 1%, RECQ1 inh -7% and KDM4E inh 14%.
For CCCC(=O)C1C(=O)CC(CC(C)SCC)CC1=O (centres undefined) the results were Tau FP inhib 0%, TRb-SRC2 inh -6%, TexasRed fluor 1%, Tau ThT inhib -11%, RGS12 GoLoco inh 6%, RECQ1 inh -4% and KDM4E inh 0%.
Screening COc1ccc(C2c3cccn3CCN2S(=O)(=O)c2ccc([N+](=O)[O-])cc2)cc1 (centres undefined) returned Tau FP inhib -7%, TRb-SRC2 inh -1%, TexasRed fluor -1% and Tau ThT inhib inconclusive.
CCOC(=O)c1ccc2nc(NC(C)=O)sc2c1 was read as Tau FP inhib 2%, TRb-SRC2 inh 0%, TexasRed fluor -2%, Tau ThT inhib -4%, RGS12 GoLoco inh 14%, RECQ1 inh 4%, L3MBTL1 block 6% and KDM4E inh 1%.
For COC(=O)c1ccccc1N(C)S(=O)(=O)c1cc2c(cc1C)OCC(=O)N2 the results were Tau FP inhib 1%, TRb-SRC2 inh 3%, TexasRed fluor -1%, Tau ThT inhib -3%, RGS12 GoLoco inh 6%, RECQ1 inh inactive and KDM4E inh -2%.
Screening COc1ccc(N2C(=O)CSC2c2ccccc2[N+](=O)[O-])cc1 (centres undefined) returned Tau FP inhib -2%, TRb-SRC2 inh 2%, TexasRed fluor -2%, Tau ThT inhib -13%, RGS12 GoLoco inh -16%, RECQ1 inh -4%, L3MBTL1 block -3% and KDM4E inh -7%.
`O=C1CSC(=Nc2ccccc2)N1Cc1ccccc1` gave Tau FP inhib 7%, TRb-SRC2 inh -5%, TexasRed fluor -1%, Tau ThT inhib -5%, RGS12 GoLoco inh 7%, RECQ1 inh inactive and KDM4E inh -14%.
Screening Cc1cccc(CSc2nc3c([nH]c4ccccc43)c(=O)n2C)c1 returned Tau FP inhib -11%, TRb-SRC2 inh 1%, TexasRed fluor -4% and Tau ThT inhib -3%.
For COc1ccccc1CNCC(=O)Nc1ccc(N2CCOCC2)cc1 the results were Tau FP inhib 11%, TRb-SRC2 inh 0%, TexasRed fluor 0%, Tau ThT inhib -15%, RGS12 GoLoco inh 12%, RECQ1 inh -15%, L3MBTL1 block -2% and KDM4E inh inconclusive.
Screening CCOc1ccc2c(c1)C(C)=CC(C)(C)N2C(=O)Nc1ccccc1 returned Tau FP inhib inconclusive, TRb-SRC2 inh inconclusive, TexasRed fluor -5%, Tau ThT inhib 28µM*, RGS12 GoLoco inh 0%, RECQ1 inh -10% and KDM4E inh inconclusive.
For CCOc1ccc(-n2cc(C(=O)Nc3ccc(Cl)cn3)c3cc(OC)c(OC)cc3c2=O)cc1 the results were Tau FP inhib -3%, TRb-SRC2 inh -2%, TexasRed fluor -3%, Tau ThT inhib -3%, RGS12 GoLoco inh -5%, RECQ1 inh inactive and KDM4E inh 3%.
CCCCN(CC)CCNC(=O)c1[nH]c(C)c(C(C)=O)c1C was read as Tau FP inhib -12%, TRb-SRC2 inh -13%, TexasRed fluor 4%, Tau ThT inhib 1%, RGS12 GoLoco inh -2%, RECQ1 inh inactive and KDM4E inh 1%.
Cc1nn(C)c(C(=O)N/N=C/c2ccc(C(F)(F)F)cc2)c1[N+](=O)[O-] was read as Tau FP inhib -1%, TRb-SRC2 inh 0%, TexasRed fluor -4%, Tau ThT inhib 2%, RGS12 GoLoco inh 5%, RECQ1 inh inactive, L3MBTL1 block 8% and KDM4E inh -3%.
`CCn1c(SCc2cccc(Br)c2)nnc1-c1nonc1NC(C)=O` gave Tau FP inhib 4%, TRb-SRC2 inh -3%, TexasRed fluor 8% and Tau ThT inhib -3%.
`CN(C)/C=N/c1ncc(C(=O)c2ccc(Cl)cc2Cl)s1` gave Tau FP inhib -1%, TRb-SRC2 inh -3%, TexasRed fluor -4%, Tau ThT inhib 2%, RGS12 GoLoco inh -5%, RECQ1 inh -1%, L3MBTL1 block 37%[activator] and KDM4E inh inconclusive.
Screening O=C(Oc1ccc2c(=O)c(Cl)coc2c1)c1ccncc1 returned Tau FP inhib 9%, TRb-SRC2 inh -1%, TexasRed fluor -5%, Tau ThT inhib inconclusive, RGS12 GoLoco inh -18%, RECQ1 inh 2%, L3MBTL1 block -2% and KDM4E inh inconclusive.
